S-ASM inh: inhibitors of human secretory acid sphingomyelinase; P17405; placental ASM, HMU-PC fluorogenic substrate, 60 min; Potency, µM (highest dose often 57.5 µM), without a hit: at the highest dose activity change, negative = inhibition, hits mostly inhibitors; 340,000 compounds, 0.006% hits; AID 504937; further: potency means the concentration at half of the fitted maximal effect
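HMU-PC0 cleavage (9 uM final) by human placental ASM, 60 min at 37 °C following 10 min compound exposure at RT; stopped at pH 10, fluorescence Ex 386/Em 447 nm.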
PKM2 act: activators of human pyruvate kinase M2; purified PKM2, Kinase-Glo ATP luminescence, activation; response scale: 0% is enzyme alone, no compound; Potency, µM (highest dose often 57.5 µM), for inactives: at the top dose activation, actives largely listed as activators; 260,000 compounds, 0.34% hits; AID 1631; further: potency means the concentration at half of the fitted maximal effect; on the % scale 0 is the no-effect control and ±100 the full control effect; nearly all actives have a fitted effect of over 55% in size
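ATP formation by purified human PK-M2, quantified via coupled luciferase luminescence after 1 h at room temperature with 0.1 mM ADP and 0.5 mM PEP final.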
USP2a inh: blocks human ubiquitin-specific protease USP2a; AID 463254; 330,000 compounds, 0.01% hits; Potency, µM (top dose mostly 38.3 µM), for the others: at the top dose activity change, negative = inhibition, usual class: inhibitors; USP2 core, Ub-CHOP2 coupled fluorogenic reporter, 485/531; O75604;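 further: potency means the concentration at half of the fitted maximal effect; plate controls were DMSO wells for no effect and full inhibition by NEM control for full effect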
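Deubiquitinase activity read as fluorescence (485/531 nm) after Ub-CHOP2 cleavage activates the enterokinase reporter on its substrate; USP2 core 10nM, Ub-CHOP2 and substrate 25nM each, 30min compound preincubation then 60min RT; data normalized to NEM, curves fitted.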
TSHR antagonist: blocks TSH signaling through the human TSH receptor. TSHR-expressing cells, TSH-stimulated cAMP HTRF, 2 h; stronger effect = lower value. activity change, negative = inhibition, % at 11.5 µM. 330,000 compounds, 0.2% hits. AID 504810;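 active means activity change below a set negative limit, meaning inhibition stronger than a set level, cut at about -70% in these data; inconclusive means activity change between two set negative limits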; further: on the % scale 0 is the no-effect control and ±100 the full control effect
Target sequence (P16473 whole entry, looked up): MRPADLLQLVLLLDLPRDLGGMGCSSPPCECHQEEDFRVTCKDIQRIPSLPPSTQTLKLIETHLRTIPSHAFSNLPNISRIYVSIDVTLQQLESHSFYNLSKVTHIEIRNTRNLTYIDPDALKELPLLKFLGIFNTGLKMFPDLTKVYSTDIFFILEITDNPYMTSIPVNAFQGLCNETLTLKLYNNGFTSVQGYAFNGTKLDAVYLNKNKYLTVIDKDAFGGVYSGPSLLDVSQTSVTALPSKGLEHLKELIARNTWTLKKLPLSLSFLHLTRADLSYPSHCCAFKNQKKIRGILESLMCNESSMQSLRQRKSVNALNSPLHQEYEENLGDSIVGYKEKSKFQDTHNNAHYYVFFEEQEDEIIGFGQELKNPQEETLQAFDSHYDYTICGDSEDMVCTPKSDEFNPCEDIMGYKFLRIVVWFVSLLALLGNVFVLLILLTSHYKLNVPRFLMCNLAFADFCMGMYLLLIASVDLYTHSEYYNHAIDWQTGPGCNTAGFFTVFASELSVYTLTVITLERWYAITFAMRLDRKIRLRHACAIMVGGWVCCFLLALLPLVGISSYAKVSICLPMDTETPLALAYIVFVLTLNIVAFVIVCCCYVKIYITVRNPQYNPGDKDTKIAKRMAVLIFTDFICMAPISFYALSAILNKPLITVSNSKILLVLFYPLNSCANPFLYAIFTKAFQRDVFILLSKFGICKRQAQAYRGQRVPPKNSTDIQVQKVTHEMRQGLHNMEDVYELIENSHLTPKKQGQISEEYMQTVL
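Freshly harvested TSHR cells receive pin-tooled compound, then EC80 TSH at 4nM final. After 2 hours at 37 deg C, antibody in lysis buffer and cAMP-d2 are added; 30 minutes at ambient temperature precede the HTRF read.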
MBNL1-CUG inh: blocks human MBNL1 binding to CUG repeat RNA | AID 2675 | 280,000 compounds, 0.036% hits | Potency, µM (series often up to 57.5 µM), for inactives: at the highest dose activity change, negative = inhibition, usual class: inhibitors | TR-FRET MBNL1-His/biotin-(CUG)12 binding, 665/545 ratio; active means well fitted inhibition curve with a large enough effect in the signal ratio, with a control signal flat, not every such curve was filed as active; inconclusive means small, poorly fitted or top-dose-only effect, or effect the other way, or a change in a side signal; inactive means no such curve, though single readings can be large or run the other way; the % refers to the signal ratio; further: potency means the concentration at half of the fitted maximal effect; on the % scale 0 is the no-effect control and ±100 the full control effect
Target sequence (Q9NR56 whole entry, looked up): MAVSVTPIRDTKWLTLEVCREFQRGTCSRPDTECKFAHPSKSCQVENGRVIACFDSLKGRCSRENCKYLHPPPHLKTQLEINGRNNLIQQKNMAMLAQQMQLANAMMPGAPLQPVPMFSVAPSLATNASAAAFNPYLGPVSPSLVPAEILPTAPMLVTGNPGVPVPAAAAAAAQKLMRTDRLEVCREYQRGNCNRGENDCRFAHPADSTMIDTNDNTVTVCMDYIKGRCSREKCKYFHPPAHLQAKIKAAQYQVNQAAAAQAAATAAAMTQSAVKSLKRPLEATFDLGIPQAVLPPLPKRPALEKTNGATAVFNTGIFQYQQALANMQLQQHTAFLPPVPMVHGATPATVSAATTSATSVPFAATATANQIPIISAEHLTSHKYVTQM
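MBNL1-His + Biotin-(CUG)12, cpd titration 92 nM–58 uM; Tb anti-His Ab 0.055 ng/ul, SA-XL665 5 nM (final); 60 min RT; ratiometric 665/545 nm, Ex 340 nm; normalized to buffer and full-complex controls.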
Menin-MLL TR inh: displaces Texas Red mutant MLL peptide from human menin; O00255; Menin + Texas Red MLL mutant peptide, fluorescence polarization; Potency, µM (titrated, usually from 61.6 µM), inactives show at the highest dose FP activity change, negative = inhibition, hits mostly inhibitors; 270,000 compounds, 0.23% hits; active means well fitted inhibition curve with a large enough effect in the polarisation, with a control signal flat, not every such curve was filed as active; inconclusive means small, poorly fitted or top-dose-only effect, or effect the other way, or a change in a side signal; inactive means no such curve, though single readings can be large or run the other way; the % refers to the polarisation; further: potency means the concentration at half of the fitted maximal effect; % of control where 0% means no effect; many of its hits are not listed in these tables
Eya2 phos inh: Eya2 (human) phosphatase inhibition. O00167. recombinant Eya2, OMFP fluorescence dephosphorylation (OMFP is methylfluorescein phosphate). Potency, µM (doses to about 76.9 µM), inactives show top-dose activity, negative = inhibition, usual class: inhibitors. 330,000 compounds, 0.006% hits; further: potency means the concentration at half of the fitted maximal effect; on the % scale 0 is the no-effect control and ±100 the full control effect
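Eya2 (0.2 uM) preincubated 10 min at ambient with compound, then OMFP substrate added at 50 uM; 10 min reaction in 50 mM HEPES pH 7.5, 50 mM NaCl, 5 uM MgCl2, 0.05% BSA, 1 mM DTT. Fluorescence read at Ex 485/Em 525 nm.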
KCNH2 WT inh: inhibitors of human wildtype KCNH2 potassium channel; Q12809; U2OS, BacMam KCNH2, thallium flux FluxOr; stronger effect = lower value; activity change, % at 1.84 µM; 340,000 compounds, 0.37% hits; AID 720551;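 active means maximum activity change below -70%; inconclusive means maximum activity change between -70% and -50%; inactive means maximum activity change above -50%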; further: on the % scale 0 is the no-effect control and ±100 the full control effect
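U2OS cells were transduced with wild-type KCNH2 virus (2.03 x 10^8 / mL) for 4 h at room temperature, then cultured overnight at 37 C. Thallium flux was read with FluxOr dye. Rate constants were normalized to DMSO controls.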
BCR signal inh: blocks chronic active B-cell receptor signaling | Potency, µM (series often up to 46.1 µM), inactives show at the highest dose ratio change, negative = lower green/red ratio, usual class: inhibitors | ABC-DLBCL IkBa-CBG/CBR reporter, luminescence ratio, 4 h | 340,000 compounds, 0.05% hits; active means well fitted inhibition curve with a large enough effect in the signal ratio, with a control signal flat, not every such curve was filed as active; inconclusive means small, poorly fitted or top-dose-only effect, or effect the other way, or a change in a side signal; the % refers to the signal ratio;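 further: potency means the concentration at half of the fitted maximal effect; plate controls were basal doxycycline-induced cells for no effect and cells given 10 µM MG132 for full effect; MG132 reads +100%, hits lower the ratio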
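Cell line TMD8 (human ABC DLBCL), stably expressing tet-inducible CBG68-IkBa fusion and CBR; IMDM/0.5% FBS; cpd up to 46 uM; dox induction, 4 h, 37C/5% CO2; dual luminescence; green/red ratio; MG132 control.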
GALK inh: blocks human galactokinase activity | P51570 | Purified GALK, Kinase-Glo residual ATP luminescence | Potency, µM (highest dose often 57.5 µM), for inactives: top-dose activity change, negative = inhibition, actives largely listed as inhibitors | 270,000 compounds, 0.007% hits; further: potency means the concentration at half of the fitted maximal effect; on the % scale 0 is the no-effect control and ±100 the full control effect
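The enzyme phosphorylates galactose (100 uM) using ATP (35 uM); inhibition is detected as higher residual ATP, quantified by bioluminescence after 1 h reaction at room temperature, pH 8.0.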
Mito fusion act: inhibitors of mitochondrial division or activators of mitochondrial fusion; S. cerevisiae fusion-defective mutant growth rescue, CellTiterGlo 48 h; Potency, µM (highest dose often 46.1 µM), for inactives: at the top dose growth rescue (activation), usual class: activators; 320,000 compounds, 0.23% hits; AID 485298;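 further: potency means the concentration at half of the fitted maximal effect; % of control where 0% means no effect; nearly all actives have a fitted effect of over 45% in size; temperature-sensitive fusion mutants such as fzo1-1 at 37 °C on non-fermentable ethanol glycerol medium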
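Luminescent cell viability in 1536-well qHTS format served as the measure of rescued growth in ts fusion-mutant S. cerevisiae cultured on non-fermentable YPEG for 48 hours at 37C.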
* marks the source's active call; other numbers are inactive results; ? = inconclusive; nt = no result given; [ ] = remark or other dose. Unless noted, the call rests on the fitted dose curve; in most records, active means well fitted curve in the direction sought with a large enough effect; inconclusive means small, poorly fitted or top-dose-only effect, or another doubt; inactive means no such curve, though single readings can be large; an effect the other way counts as inactive or inconclusive.

SMILES	S-ASM inh	PKM2 act	USP2a inh	TSHR antagonist	MBNL1-CUG inh	Menin-MLL TR inh	Eya2 phos inh	KCNH2 WT inh	BCR signal inh	GALK inh	Mito fusion act
O=C(Cn1cnc([N+](=O)[O-])c1)c1ccc(F)cc1	5.4%	nt	-2.5%	-2.8	nt	nt	-3.7%	-7.1	-2.3%	nt	-3.0%
O=C(Cn1ncn2c(cc3ccccc32)c1=O)NCc1ccco1	-1.6%	5.9%	3.5%	17.6	?	4.5%	18.7%	2.7	0.2%	-0.9%	2.2%
Cc1cc(C)n(-c2nc3nonc3nc2Nc2cccc(C)c2C)n1	-1.3%	-1.4%	5.3%	-1.8	-0.5%	13.5%	5.5%	-2.2	1.8%	-1.1%	-0.6%
CC(=O)Nc1ccc(NC(=O)c2cccc(Oc3ccccc3)c2)cc1	-2.3%	-2.5%	1.0%	5.4	-2.4%	22.3%	-16.5%	4.5	?	7.5%	-0.3%
COC(=O)c1cn(NC(=O)Cn2nc([N+](=O)[O-])c(Br)c2C)c(=O)c2ccccc12	-3.0%	-0.2%	4.0%	14.7	4.3%	13.0%	-2.2%	1.0	1.4%	11.1%	-5.7%
Cc1ccc(C)c(NC(=O)CSc2ncnc3nc[nH]c23)c1	-0.2%	3.3%	-0.2%	-4.2	-1.3%	-16.5%	-1.0%	-0.2	-5.8%	0.7%	-0.4%
CCC1(C(=O)OC)NC(c2ccco2)C2C(=O)N(c3ccc(F)cc3)C(=O)C21 (configuration not stated)	5.4%	-0.1%	3.5%	0.4	-3.6%	5.9%	0.1%	1.2	0.1%	-1.6%	-6.2%
CCN(C(=O)CSc1ccc(S(=O)(=O)N2CCOCC2)cn1)c1ccccc1	2.1%	nt	-4.6%	30.8	nt	nt	1.8%	-9.9	-12.7%	nt	1.0%
COc1cccc(CN2CC(C(=O)NCCc3ccccc3C(F)(F)F)CCC2=O)c1 (configuration not stated)	4.0%	nt	3.3%	-0.9	1.0%	-1.8%	-18.8%	-2.3	-7.9%	-1.4%	-0.8%
Cc1cccc2cc(CN(Cc3ccco3)C(c3nnnn3CCc3ccccc3)C(C)C)c(=O)[nH]c12 (configuration not stated)	-6.0%	4.7%	-11.8%	-5.3	?	?	-7.5%	-8.8	?	10.7%	?
COc1cccc(NC2C=CS(=O)(=O)C2)c1 (configuration not stated)	0.8%	8.7%	6.1%	19.2	-5.0%	-2.3%	-0.3%	-5.8	-11.4%	-1.5%	-2.9%
Cc1ccc(-c2c(C(=O)N/N=C/c3ccc4c(c3)OCO4)nnn2-c2nonc2N)cc1	-12.5%	5.5%	-2.4%	-14.0	29.5%	5.5%	1.3%	2.9	6.2%	-4.3%	13.2%
Cc1ccc(NC(=O)CCCCCN2C(=O)[C@@H]3Cc4ccccc4CN3C2=O)c(Cl)c1	-9.1%	nt	-0.4%	10.9	7.9%	nt	4.6%	20.4	-28.6%	4.6%	-4.4%
COc1ccc(CNC(=O)Cn2cc(C(F)(F)F)ccc2=O)cc1	6.8%	-10.5%	3.2%	18.1	?	-16.8%	-9.8%	-1.0	?	0.0%	0.6%
CCOC(=O)N1CCN(C(=O)CCS(=O)(=O)c2ccc3c(c2)CCN3C(=O)CC)CC1	0.3%	3.1%	1.1%	8.4	-9.3%	11.2%	1.2%	-9.2	-2.2%	-3.9%	14.2%
O=S(=O)(c1ccc2nc(-c3ccccc3)[nH]c2c1)N1CCN(c2cccc(Cl)c2)CC1	-12.6%	3.0%	-0.2%	-7.6	0.4%	?	7.9%	-0.2	0.9%	nt	-1.3%
COc1cc(OC)c2c(c1)C(=O)c1cc(OC)cc(OC)c1C2=O	1.5%	0.1%	4.7%	1.1	?	11.4%	13.8%	-24.7	?	0.0%	2.6%
Cc1nc2scc(-c3cccs3)c2c(=O)n1-n1cccc1	-3.4%	-0.4%	1.2%	4.3	7.9%	-0.9%	-6.6%	-1.0	1.4%	-0.3%	-9.1%
COc1ccc(/C(O)=C2/C(=O)C(=O)N(CCCN(C)C)C2c2cccc(Cl)c2)cc1OC (configuration not stated)	-3.2%	-1.8%	6.2%	-3.9	11.5%	-1.0%	-4.5%	-5.9	2.1%	1.2%	-0.1%
O=C(CN1CCCN(S(=O)(=O)c2ccc(Br)s2)CC1)Nc1ccc(Cl)cc1	-3.1%	-5.4%	-2.7%	-15.0	0.0%	11.2%	-9.8%	-0.1	?	-0.6%	-1.0%
COc1cc(/C=N/NC(=O)c2cncc(Br)c2)cc([N+](=O)[O-])c1O	-1.3%	-3.3%	0.9%	-18.3	nt	nt	?	7.6	?	-3.0%	1.7%
CN=C(Nc1cc(C)nn1CCC#N)c1ccccc1F	7.0%	-1.3%	1.2%	2.1	-3.1%	6.6%	1.9%[15.4 µM]	0.5	-1.4%	0.7%	1.0%
O=C(CN1CCN(c2ccc(O)cc2)CC1)Nc1cc([N+](=O)[O-])ccc1Cl	-2.0%	-1.9%	3.8%	-9.9	?	6.0%	0.5%	15.6	-3.2%	nt	13.7%
COc1ccc(OCc2cc(C(=O)NCCc3ccccc3)no2)c(Cl)c1	-1.8%	-6.8%	2.5%	-14.4	4.1%	-1.8%	1.9%	-5.4	-17.0%	-0.5%	-11.4%
c1coc(-c2nnc(NC3=NCCC3)o2)c1	9.6%	-12.6%	2.2%	0.1	-2.9%	11.0%	6.5%	-11.0	2.0%	-1.8%	-2.9%
COc1ccccc1N(C(=O)c1cncc(Br)c1)c1nc(-c2ccc(C)cc2)cs1	-0.1%	-2.7%	0.4%	20.4	25.5%	28.8%	-1.9%	-1.8	3.5%	-1.6%	8.0%
COc1ccccc1Nc1nnc(SCC2CCCCO2)s1 (configuration not stated)	-1.4%	-79.6%	2.6%	-12.8	nt	-9.4%	-12.6%	-7.5	?	2.5%	17.8%
N#CC(C#N)=C(Nc1ccc(F)cc1)SCc1cccc(Br)c1	?	-1.1%	-2.3%	-43.4	1.0%	20.3%	1.6%	-0.1	?	-8.4%	-12.2%
CCN(C(=O)c1ccccc1)c1ccc([N+](=O)[O-])cc1	3.5%	0.6%	3.2%	6.7	-3.9%[11.5 µM]	-1.4%	-3.2%	-0.2	-0.6%	nt	2.6%
CCC(=O)Nc1sc2c(c1C#N)CCC2	-0.4%	-5.0%	-4.3%	7.1	-12.3%	26.3%	-3.0%	-2.0	-13.1%	3.2%	3.2%
Cc1ccc(-c2ccc(SCC(=O)NC3CCCC3)nn2)cc1	-0.1%	0.0%	-0.1%	-9.9	-2.8%	?	-11.8%	1.0	?	3.0%	0.7%
CCOc1cc(/C=N/NC(=O)Cn2nc([N+](=O)[O-])cc2C)cc(Br)c1OCc1ccccc1F	-1.2%	-0.9%	2.9%	9.9	-11.1%	-0.4%	10.9%	6.0	4.0%	3.7%	3.8%
O=C(COc1ccc(Cl)cc1)N(Cc1ccccc1)c1nc(-c2ccccc2)cs1	1.8%	0.8%	2.0%	7.0	5.8%	-13.7%	1.0%	-2.4	?	2.4%	-2.1%
O=C(NC(=O)N1CCCCC1)c1ccccc1	1.8%	1.2%	-1.0%	4.6	-4.9%	-15.1%	19.7%	5.6	3.4%	0.4%	-1.3%
O=C(Cc1ccccc1)N/N=C/c1cccs1	-1.1%	-1.9%	1.1%	1.7	26.9%	-12.9%	-8.9%	-8.9	-3.0%	2.5%	1.4%
O=C(Nc1ccc(O)cc1)C1CCCO1 (configuration not stated)	5.4%	2.1%	6.8%	1.9	-6.3%	5.2%	32.2%	-2.4	3.4%	3.0%	-1.7%
O=C(O)/C=C/C(=O)c1ccc2c(c1)NC(=O)CO2	1.9%	?	1.7%	4.8	nt	-0.2%	15.4%	3.8	5.5%	0.8%	8.9%
CC(C)C[C@@H](CN=[N+]=[N-])N1CCN(C)CCC1=O	8.7%	-0.4%	-1.8%	3.5	-3.2%	-2.2%	7.6%	1.1	-2.9%	nt	-2.5%
COc1ccccc1-c1c(-c2ccc(O)cc2O)n[nH]c1C(F)(F)F	-9.5%	6.3%	1.3%	1.6	nt	nt	11.4%	18.3	?	-5.9%	10.2%

Source: PubChem

The list is partial, so the mix of outcomes need not match the whole.
